High-throughput results: PubChem, NMMLSC
Bim-Bcl-XL = human Bim-Bcl-XL interaction inhibition; Q07817; Bim peptide-Bcl-XL binding, bead flow cytometry, fluorescence; inhibition, % at 10 µM; 190,000 compounds, 0.04% hits; AID 1007
Target sequence (Q07817 whole entry, looked up): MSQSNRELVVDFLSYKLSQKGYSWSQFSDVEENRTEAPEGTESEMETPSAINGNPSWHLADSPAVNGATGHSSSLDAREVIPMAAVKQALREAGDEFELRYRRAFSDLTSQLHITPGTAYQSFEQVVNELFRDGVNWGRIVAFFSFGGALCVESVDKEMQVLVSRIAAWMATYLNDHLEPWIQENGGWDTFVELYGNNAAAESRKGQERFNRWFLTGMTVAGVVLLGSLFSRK
Mcl-1 Bim block = inhibitors of Bim-Mcl-1 interaction, human; inhibition, % at 10 µM; Q07820; 190,000 compounds, 0.1% hits; Bead-based flow cytometry, Bim peptide-Mcl-1 binding;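 note: 0% = no compound tracer wells and 100% = peptide blocker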
Bcl-B Bim block = inhibitors of Bim-Bcl-B interaction, human; Q9HD36; bead-based flow cytometry, Bim peptide-Bcl-B binding; inhibition, % at 10 µM; 190,000 compounds, 0.073% hits;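 note: 0% = tracer peptide without compound and 100% = reference inhibitor peptide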
Target sequence (Q9HD36 whole entry, looked up): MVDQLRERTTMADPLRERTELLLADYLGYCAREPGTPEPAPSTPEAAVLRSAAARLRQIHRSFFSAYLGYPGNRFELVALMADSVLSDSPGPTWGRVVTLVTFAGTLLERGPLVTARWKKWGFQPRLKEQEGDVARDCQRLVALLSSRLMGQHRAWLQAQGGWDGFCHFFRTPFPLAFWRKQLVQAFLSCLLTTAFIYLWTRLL
RGS7-Gao = regulators of human RGS7-Galphao interaction. Multiplexed bead flow cytometry, RGS7-Galphao binding; actives lie on both sides. binding response (% of control), % at 10 µM. P09471. 220,000 compounds, 0.35% hits; in the data active = binding response below about 49% or above about 150%; inconclusive = no clear call, values can overlap the other calls; inactive = in between;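 note: fluorescent Galphao held in activated GDP-AlF4 state binding bead-coupled RGS7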
RGS8-Gao = regulators of human RGS8-Galphao interaction; P09471; multiplexed bead flow cytometry, RGS8-Galphao binding; actives lie on both sides; response (percent of control binding), % at 10 µM; 220,000 compounds, 0.34% hits; AID 1423; in the data active = response below about 60% or above about 140%; inactive = in between;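 note: Galphao activated as the GDP aluminium fluoride complex binding bead-coupled RGS8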
ABCG2 block = blocks JC-1 efflux by human ABCG2 transporter; IgMXP3 cells, flow cytometry; 190,000 compounds, 0.1% hits; Q9UNQ0; inhibition, % at 6.6 µM;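 active = inhibition above 80%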;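 note: 0% = DMSO and 100% = nicardipine control wells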
Target sequence (Q9UNQ0 whole entry, looked up): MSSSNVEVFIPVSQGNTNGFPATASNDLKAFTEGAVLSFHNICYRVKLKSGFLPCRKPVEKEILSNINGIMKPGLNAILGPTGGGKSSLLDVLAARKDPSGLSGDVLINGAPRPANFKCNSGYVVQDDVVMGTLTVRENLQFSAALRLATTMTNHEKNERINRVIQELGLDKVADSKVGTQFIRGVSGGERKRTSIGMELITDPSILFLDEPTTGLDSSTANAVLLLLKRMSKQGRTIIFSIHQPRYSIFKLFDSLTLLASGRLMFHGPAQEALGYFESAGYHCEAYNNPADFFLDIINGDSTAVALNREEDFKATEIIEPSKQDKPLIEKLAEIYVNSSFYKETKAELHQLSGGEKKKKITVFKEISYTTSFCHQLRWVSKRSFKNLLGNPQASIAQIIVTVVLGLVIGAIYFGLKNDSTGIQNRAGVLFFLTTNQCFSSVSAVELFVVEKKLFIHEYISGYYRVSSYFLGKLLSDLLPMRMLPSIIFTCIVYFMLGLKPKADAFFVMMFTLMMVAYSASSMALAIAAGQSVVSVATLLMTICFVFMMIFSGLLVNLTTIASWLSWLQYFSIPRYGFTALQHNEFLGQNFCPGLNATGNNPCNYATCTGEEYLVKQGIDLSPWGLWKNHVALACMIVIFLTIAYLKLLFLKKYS
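Test system: IgMXP3 cells (ABCG2) mixed with DDAO far-red-labelled CCRF-Adr cells (ABCB1). Reagent: JC-1 transporter substrate. Compound dosing: single test compound dose, 6.6 µM final. Times: 10 min compound exposure, 25 °C. Detection: flow cytometry of retained JC-1 fluorescence. Read-out basis: efflux inhibition in percent versus controls. Controls: nicardipine and DMSO wells.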
RGS4-Gao reg = modulates binding of RGS4 to human Galphao; P09471; Multiplexed bead flow cytometry; actives lie on both sides; binding response (% of control), % at 10 µM; 220,000 compounds, 0.33% hits; AID 1415; in the data active = binding response below about 49% or above about 150%; inactive = in between;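 note: fluorescent Galphao activated with aluminum fluoride binding bead-coupled RGS4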
Bim-Bcl-W = disrupts Bim peptide binding to human Bcl-W; 190,000 compounds, 0.02% hits; bead-based flow cytometry; AID 952; inhibition, % at 10 µM; Q92843;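 note: 0% = bound tracer without compound and 100% = peptide blocker; higher means less fluorescent Bim peptide bound to Bcl-W beads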
Bfl-1 Bim block = human Bim-Bfl-1 interaction inhibition; Bead-based flow cytometry, Bim-Bfl-1 binding inhibition; inhibition, % at 10 µM; AID 1008; 190,000 compounds, 0.12% hits; Q16548;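 note: 0% = wells without compound plus tracer and 100% = blocker peptide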
ABCB1 block = human ABCB1 inhibition, ABCG2 as counter-screen; CCRF-Adr cells, JC-1 efflux, flow cytometry; inhibition, % at 6.6 µM; 190,000 compounds, 0.067% hits; AID 1326; P08183; in the data active = inhibition above about 40%;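 note: 0% = vehicle and 100% = reference inhibitor; higher value means more JC-1 retained so stronger ABCB1 efflux block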
Bcl-2 Bim block = human Bim-Bcl-2 interaction inhibition; Bead-based flow cytometry, Bim peptide-Bcl-2 binding; inhibition, % at 10 µM; 190,000 compounds, 0.06% hits; AID 950; in the data active = inhibition above about 40%; inconclusive = no clear call, values can overlap the other calls;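 note: 0% = no compound wells with probe peptide and 100% = reference peptide inhibitor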
* marks the source's active call; other numbers are inactive results; ? = inconclusive. Cut-off read from the data, not from the text of the source, unless noted: active = inhibition above about 40%. Random draw from the library (roughly 0.94% active in at least one column).

SMILES	Bim-Bcl-XL	Mcl-1 Bim block	Bcl-B Bim block	RGS7-Gao	RGS8-Gao	ABCG2 block	RGS4-Gao reg	Bim-Bcl-W	Bfl-1 Bim block	ABCB1 block	Bcl-2 Bim block
Cc1ccc(S(=O)(=O)n2nc(-c3ccc(Cl)cc3)nc2NCc2ccco2)cc1	-4.0	0.0	-11.0	98.2	102.6	-1.1	101.8	-1.0	-13.0	-0.2	-10.0
CCOc1ccc(NC(=S)C(C#N)=C2N(C)c3ccccc3N2C)cc1	-2.0	-2.0	-7.0	95.7	98.5	1.1	97.9	-1.0	-1.0	0.5	-3.0
COC(=O)c1[nH]c2ccc(F)cc2c1NC(=O)CCN1CC(C)OC(C)C1 (stereo unspecified)	-7.0	-4.0	-8.0	93.7	97.4	12.9	95.7	0.0	-17.0	-1.5	-12.0
COc1ccc(-c2cc(CCCC(=O)NCCc3ccc(OC)cc3OC)no2)cc1	1.0	0.0	-5.0	97.1	101.1	20.1	99.5	1.0	-7.0	1.8	-4.0
CCN(CC)C(=O)CSc1nc(O)c(Cc2ccccc2)c(=O)n1-c1ccccc1	1.0	-1.0	3.0	101.5	101.4	0.0	101.6	1.0	0.0	0.0	0.0
CC(NC(=O)C1CCCN(C(=O)N(C)C)C1)c1ccccc1 (stereo unspecified)	-10.0	-6.0	-13.0	97.1	98.6	7.0	96.7	-1.0	-20.0	1.1	-10.0
Cc1ccc(CNC(=O)CCCN2C(=S)NC(C)(C)CC2C)cc1 (stereo unspecified)	-3.0	-5.0	-6.0	?	100.5	9.4	97.9	-1.0	0.0	0.9	-3.0
Cc1nn(CCCC(=O)Nc2nccs2)c(C)c1[N+](=O)[O-]	-6.0	-4.0	-8.0	101.1	97.8	31.2	100.0	-2.0	-8.0	0.9	-6.0
CCC(OC(=O)c1cccs1)C(=O)NCc1ccc2c(c1)OCO2 (stereo unspecified)	0.0	1.0	3.0	96.0	93.1	2.7	95.5	0.0	2.0	1.0	0.0
CC1(C)CC(=O)C(C=Nc2ccccc2)=C(O)C1	1.0	-3.0	-1.0	99.8	100.8	-0.3	100.9	-3.0	0.0	0.0	-2.0
CCOC(=O)CN(C(=O)CNC(=O)c1cccs1)C(C(=O)NC1CCCCC1)c1cccnc1 (stereo unspecified)	-10.0	-7.0	-6.0	93.1	79.6	4.9	94.8	-7.0	0.0	1.6	1.0
CC(=O)Nc1ccc(S(=O)(=O)NCCC(=O)Nc2ccc(C)c(Cl)c2)cc1	-5.0	-2.0	-3.0	97.9	99.5	-3.1	97.9	-1.0	-1.0	-0.5	0.0
CSc1cccc(NC(=S)N(CCCN2CCC(C)CC2)Cc2cccs2)c1	-1.0	2.0	-10.0	90.2	95.8	2.8	95.1	0.0	0.0	1.5	-2.0
O=C(OCc1ccc([N+](=O)[O-])cc1)c1ccccn1	-4.0	-5.0	-4.0	96.3	100.6	0.1	99.9	-5.0	-5.0	-0.6	-2.0
Cc1cc2nc(-c3ccc(SCC(=O)Nc4ccc(S(=O)(=O)N5CCCC5)cc4)nc3)[nH]c2cc1C	-6.0	-5.0	-14.0	101.7	105.3	-11.0	100.0	-5.0	-9.0	-1.6	-22.0
O=C(COc1ccccc1)Nc1nnc(-c2ccco2)o1	-1.0	0.0	-7.0	98.4	98.6	8.0	102.5	-2.0	-8.0	-0.3	-4.0
CCn1c(=O)c2cc(S(=O)(=O)NC3CCCCC3)ccc2n(CC)c1=O	2.0	1.0	2.0	85.8	88.9	4.3	83.8	0.0	-2.0	1.4	0.0
O=C(N/N=C/c1cc([N+](=O)[O-])ccc1O)C12CC3CC(CC(C3)C1)C2	5.0	5.0	4.0	83.5	92.5	1.4	84.3	6.0	1.0	0.1	6.0
CCCCc1ccc(NC(=O)N[C@H](C(=O)O)C(C)C)cc1	-10.0	-3.0	-8.0	92.2	94.5	21.7	90.9	-4.0	-22.0	1.9	-13.0
O=C(Cc1c(F)c(F)c(F)c(F)c1F)OC12CC3CC(C1)C(=O)C(C3)C2	0.0	1.0	-3.0	103.0	100.6	-0.1	101.6	3.0	-8.0	0.0	-6.0
COc1ccc(/C=N/NC(=O)c2ccc(O)cc2O)cc1CSc1ccccn1	-2.0	0.0	-7.0	98.9	101.0	-4.9	99.2	0.0	-11.0	-1.3	-6.0
CC(C)N1C(=O)C2C(C(=O)NC3CCCCC3)C3C=CC2(O3)C1C(=O)NC1CCCCC1 (stereo unspecified)	-8.0	0.0	-8.0	101.0	100.8	6.6	100.1	-1.0	-12.0	0.8	-9.0
CCCC(C)NC(=O)c1c2c(nc3ccccc13)CCC2 (stereo unspecified)	7.0	6.0	13.0	86.0	98.7	8.0	88.8	6.0	13.0	0.8	8.0
CCN(CC)c1ccc(/C=N/Nc2cccc(C)c2)c(O)c1	23.0	17.0	11.0	95.3	91.2	-0.1	96.7	15.0	15.0	-0.3	14.0
CC1(C)CC(=O)C(CC2=C(O)CC(C)(C)CC2=O)C(=O)C1	-6.0	0.0	-6.0	76.2	86.6	-1.2	67.7	-5.0	0.0	-0.5	13.0
COc1ccccc1OCCCn1cc(C#N)c2ccccc21	0.0	-2.0	6.0	100.9	100.6	0.3	98.1	0.0	4.0	0.1	7.0
C=COC(=O)CSc1nc(-c2cccs2)ccc1C#N	0.0	-4.0	-1.0	95.7	90.8	2.1	94.6	0.0	4.0	-1.1	-1.0
CC1Cc2ccccc2N1C(=O)C1CCN(S(=O)(=O)c2cccs2)CC1 (stereo unspecified)	1.0	2.0	1.0	97.5	98.1	5.3	99.0	1.0	0.0	1.1	2.0
CCSc1nc2cc(OC)c(OC)cc2c(=O)n1CC	-5.0	-7.0	-2.0	100.2	102.9	6.4	98.7	-3.0	-2.0	1.5	-5.0
Cc1cc(C(=O)COC(=O)c2cc(O)c3ccccc3c2O)c(C)n1CC1CCCO1 (stereo unspecified)	-2.0	0.0	-17.0	?	83.2	0.1	91.9	4.0	26.0	0.0	1.0
Cc1cc(C)c(CN2CCCC(CNC(=O)c3ccc(F)cc3)C2)c(-n2cccn2)c1 (stereo unspecified)	-3.0	2.0	0.0	103.3	101.5	2.0	103.5	-1.0	0.0	3.2	-1.0
CC(NC(=O)NCc1cccnc1)(C(F)(F)F)C(F)(F)F	-6.0	1.0	-10.0	95.3	100.3	23.4	102.1	0.0	-10.0	0.2	-6.0
COC(=O)COc1ccc(C2NC(=O)NC(C)=C2C(=O)NCc2ccccc2)cc1OC (stereo unspecified)	-1.0	-3.0	-8.0	101.5	101.4	0.3	99.7	-1.0	-9.0	0.0	-6.0
CCN(c1ccccc1)S(=O)(=O)c1cc(OC)ccc1OC	-1.0	-4.0	-5.0	100.5	101.6	1.2	97.8	-1.0	-5.0	0.4	-2.0
COc1ccc(N2CCN(c3c(S(=O)(=O)c4ccccc4)cnc4ccc(OC)cc34)CC2)cc1	-7.0	-5.0	-9.0	104.4	100.6	44.8	102.8	-4.0	-4.0	34.2	-3.0
COc1ccc(NS(=O)(=O)c2cc(NC(=O)c3ccc(F)cc3)ccc2OC)cc1	-7.0	-4.0	-6.0	102.2	102.1	1.5	103.7	-2.0	-2.0	0.8	-7.0
Cc1ccc(NS(=O)(=O)c2ccccc2)c2c1CC(C)(C)O2	0.0	1.0	-3.0	107.4	104.2	1.9	108.2	3.0	-4.0	0.5	-3.0
O=C(COC(=O)c1ccco1)NCc1ccccc1Cl	1.0	3.0	-1.0	98.6	104.2	-1.6	100.3	1.0	-1.0	0.1	-1.0
COc1ccc(Nc2nc(N)nc(CN3CCN(c4ccccn4)CC3)n2)cc1	0.0	-1.0	0.0	91.5	93.4	2.1	93.6	0.0	2.0	0.3	0.0
CCn1c(SCC(=O)n2nc(C)cc2C)nnc1-c1ccc2c(c1)OCO2	-6.0	-3.0	-10.0	104.5	100.7	0.2	99.4	0.0	-7.0	0.0	0.0
Cc1cccc(-n2c(N)cc(=O)nc2SCC(=O)Nc2cc(C)on2)c1	-8.0	-9.0	-12.0	101.8	101.4	3.6	101.1	-5.0	-11.0	1.3	-11.0
O=[N+]([O-])c1cc(S(=O)(=O)N2CCCC2)ccc1NCCCN1CCOCC1	-1.0	0.0	-1.0	101.6	99.5	-1.0	97.0	0.0	-4.0	0.2	2.0
O=[N+]([O-])c1cccc2ccc(/C=C/c3cccc(Br)c3)nc12	-2.0	-2.0	-7.0	94.5	99.8	16.2	96.8	-3.0	-15.0	-0.1	-6.0
COC(=O)c1sccc1NC(=O)c1ccccc1	0.0	0.0	1.0	102.0	108.5	5.8	101.1	-2.0	0.0	1.2	-1.0
COC(=O)c1ccc(S(=O)(=O)NCc2cccc(OC)c2)n1C	-10.0	-3.0	-8.0	99.6	98.1	7.1	96.8	-4.0	-21.0	1.0	-10.0
CSCCC(=O)Nc1nc(-c2ccccn2)cs1	-4.0	-4.0	-12.0	94.4	99.1	0.7	95.1	-4.0	-2.0	0.1	-2.0
O=C(OCn1nnc2ccccc2c1=O)c1cccnc1Cl	-3.0	-1.0	-7.0	91.6	91.1	-0.2	90.4	0.0	-8.0	0.3	-9.0
CCCCN1CCCCC1C(=O)Nc1c(C)cc(C)cc1C (stereo unspecified)	-5.0	-1.0	-9.0	97.7	101.4	-1.0	104.2	-1.0	-14.0	-1.1	-9.0

Entries of single compounds from above.
Profile of O=[N+]([O-])c1cccc2ccc(/C=C/c3cccc(Br)c3)nc12 = Bim-Bcl-XL = -2.0; Mcl-1 Bim block = -2.0; Bcl-B Bim block = -7.0; RGS7-Gao = 94.5; RGS8-Gao = 99.8; ABCG2 block = 16.2; RGS4-Gao reg = 96.8; Bim-Bcl-W = -3.0; Bfl-1 Bim block = -15.0; ABCB1 block = -0.1; Bcl-2 Bim block = -6.0
Profile of COC(=O)c1ccc(S(=O)(=O)NCc2cccc(OC)c2)n1C = Bim-Bcl-XL = -10.0; Mcl-1 Bim block = -3.0; Bcl-B Bim block = -8.0; RGS7-Gao = 99.6; RGS8-Gao = 98.1; ABCG2 block = 7.1; RGS4-Gao reg = 96.8; Bim-Bcl-W = -4.0; Bfl-1 Bim block = -21.0; ABCB1 block = 1.0; Bcl-2 Bim block = -10.0

Carrying on:
SMILES	Bim-Bcl-XL	Mcl-1 Bim block	Bcl-B Bim block	RGS7-Gao	RGS8-Gao	ABCG2 block	RGS4-Gao reg	Bim-Bcl-W	Bfl-1 Bim block	ABCB1 block	Bcl-2 Bim block
O=C1CN(c2ccc(Cl)cc2)C(=O)CN1NC(=S)Nc1ccc(Cl)cc1	0.0	0.0	-1.0	99.8	100.5	0.3	102.1	-1.0	-1.0	0.1	-1.0
COCCCNC(=O)C12CCC(C)(C(=O)C1)C2(C)C (stereo unspecified)	-2.0	-1.0	-9.0	96.8	98.1	2.2	98.5	-3.0	-14.0	0.2	-9.0
COc1ccc(NC(=O)Cn2c(C)cc(=O)c3ccccc32)cc1	-6.0	-5.0	-5.0	97.6	97.9	27.6	97.2	-2.0	-2.0	0.8	-4.0
O=C(NCCCN1CCCC1=O)c1ccc2c(c1)NC(=O)C(N1CCOCC1)S2 (stereo unspecified)	2.0	3.0	-1.0	101.0	101.2	3.7	102.2	3.0	-3.0	0.7	-5.0
